M1AAP inhibition – malaria alanyl aminopeptidase activity blockers – biochemical, fluorogenic H-Leu-NHMec substrate, 1536-well (AID 1445); recombinant M1AAP, H-Leu-NHMec fluorogenic kinetic assay; higher % means a stronger effect; one-dose inhibition, % at 30 µM; IC50 in µM for titrated hits; hit rate 0.42% among 220,000;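 active = primary inhibition above the hit cutoff, then over 50% inhibition at one or more dose response concentrations, cut at about 23% in these data, passing the limit was not always enough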;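 also: plate controls were DMSO full reaction for no effect and no enzyme background for full effect; strong numbers were not always called active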
Dynein transport – blocks dynein driven cargo transport along microtubules. 3617.4 mouse cells, GR-EGFP nuclear translocation imaging; test concentration mostly 20 µM; stimulated with dexamethasone, 1 µM; stronger effect = lower value. z-score, hits read low. hit rate 0.47% among 220,000;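 active = plate z-score of nuclear minus cytoplasmic receptor signal below a set negative limit, without overly bright fluorescence or cell loss, cut at about -3.5 in these data, passing the limit was not always enough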;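 also: z-score of nuclear minus cytoplasmic ring GR-EGFP intensity difference per well; some compounds called inactive have numbers as strong as hits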
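Buffer or medium: tetracycline-free induction medium containing charcoal-stripped FBS / Reagent: dexamethasone agonist, 1.0 µM final, for 30 min / Technique: automated 10x imaging of fixed Hoechst-stained cells / Times: induction 48 h, compound 1 h, agonist 30 min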
NOD1 NF-kB reporter – NOD1 signaling inhibitors, primary screen, cell-based, luminescence, uHTS (AID 1578); inhibition, % at 4 µM; hits with a dose series show EC50 in µM; hit rate 1% among 290,000; NOD1-driven NF-kB luciferase reporter cells, luminescence; higher % means a stronger effect; in the data active = inhibition mostly above about 36%, no sharp cut-off; inactive = mostly below about 34%;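 also: HEK-293T reporter cells stimulated with the NOD1 agonist gamma-tri-DAP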
KOR beta-arrestin-1 – KOR antagonists, beta-arrestin recruitment, cell-based, luminescence, uHTS (AID 1778) | hit rate 0.091% among 290,000 | KOR beta-arrestin recruitment, luminescence, antagonist mode; higher % means a stronger effect | one-dose inhibition, % at 10 µM; IC50 in µM for titrated hits; also: strong numbers were not always called active
NOD2 inhibition – NOD2 signaling inhibitors, cell-based, luminescence, uHTS, HEK293 (AID 1566) | HEK293 NOD2/NF-kB luciferase reporter, luminescence; higher % means a stronger effect | inhibition, % at 4 µM, or EC50 in µM where a hit was titrated | hit rate 0.63% among 290,000; also: many of its hits are not listed in these tables
GPR55 beta-arrestin – GPR55 agonists via beta-arrestin recruitment, primary screen, imaging, U2OS cells, beta-arrestin-GFP redistribution (AID 1961); U2OS GPR55 beta-arrestin-GFP redistribution imaging; higher % means a stronger effect; one-dose activation, % at 10 µM; EC50 in µM for titrated hits; hit rate 0.048% among 290,000;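 active = activation above 40% with more than 50 cells counted in the well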;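 also: U2OS osteosarcoma cells stably expressing GPR55 and beta-arrestin-GFP; plate controls were DMSO negative control for no effect and LPI positive control for full effect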
P. falciparum M17LAP – P. falciparum M17LAP inhibitors, primary screen, biochemical, fluorogenic H-Leu-NHMec substrate, 1536-well (AID 1619); recombinant M17LAP, H-Leu-NHMec fluorogenic kinetic assay; higher % means a stronger effect; inhibition, % at 30 µM, or IC50 in µM where a hit was titrated; hit rate 0.38% among 220,000;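 active = compound inhibiting the enzyme by more than half at any dose during confirmatory dose-response retesting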;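 also: plate controls were full reaction with DMSO carrier for no effect and no enzyme background for full effect; strong numbers were not always called active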
KOR beta-arrestin-2 – kappa opioid receptor activators – cell-based, luminescence, uHTS, primary screen (AID 1777); KOR beta-arrestin recruitment, luminescence; higher % means a stronger effect; activation, % at 10 µM, or EC50 in µM where a hit was titrated; hit rate 0.02% among 280,000; in the data active = activation above about 50%, passing the limit was not always enough; also: a part of the inactive calls stands beside numbers as strong as those of hits
AID2073 – disruptors of CaV2.2 binding to Mint1 – biochemical, HTRF (AID 2073); HTRF protein-protein interaction, Mint1-CaV2.2; higher % means a stronger effect; inhibition, % at 20 µM; hits with a dose series show IC50 in µM; hit rate 0.19% among 290,000; in the data active = inhibition mostly above about 51%, no sharp cut-off; also: some results filed as inactive read as strong as hits
Dynein transport cytoplasmic EGFP – also measured in Dynein transport; calls as there; z-score; measured here: cytoplasmic GR-EGFP intensity; stronger effect = higher value
Dynein transport nuclear GR-EGFP – also measured in Dynein transport; calls as there; z-score; measured here: nuclear GR-EGFP intensity;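 lower value marks the stronger effect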
Dynein transport cell count – further read-out of Dynein transport, marked with its call; z-score; measured here: cell count per field
* = called active by the depositor; x = no result given; [ ] = another dose, or the depositor's remark. Rule as the data show it, unless noted: active = inhibition above about 50%; inactive = the rest. Only part of the results is shown; count on the stated rates, not on these rows.

Short forms – A = M1AAP inhibition; B = Dynein transport; C = Dynein transport cytoplasmic EGFP; D = Dynein transport nuclear GR-EGFP; E = Dynein transport cell count; F = NOD1 NF-kB reporter; G = KOR beta-arrestin-1; H = NOD2 inhibition; I = GPR55 beta-arrestin; J = P. falciparum M17LAP; K = KOR beta-arrestin-2; L = AID2073
NNC(=O)C1CC(O)CN1S(=O)(=O)c1ccc(Cl)cc1 (centres undefined)
  A = -3%; B = -0.49; C = -0.34; D = 0.2; E = -0.0029; F = -29%; G = 3%; H = 9%; I = 0.3%; J = 3%; K = 15%; L = 4%
COc1cc(-c2cc3nc(C)c(C)c(=O)n3[nH]2)cc(OC)c1OC
  A = 1%; B = 2.4; C = 0.024; D = 1.3; E = -1.7; F = 7%; G = 7%; H = 17%; I = 0.3%; J = -1%; K = 12%; L = -8%
CCOC(=O)C1CCN(C(=S)Nc2cccc(C)c2C)CC1
  A = 0%; B = -0.81; C = -0.29; D = -0.7; E = 0.91; F = -27%; G = -2%; H = -3%; I = 0.1%; J = -2%; K = 3.0%; L = -15%
O=[N+]([O-])c1cccc(-c2ccc(C(=S)N3CCOCC3)o2)c1
  A = 7%; B = -0.57; C = -0.28; D = -0.54; E = 0.18; F = -36%; G = -45%[20 µM]; H = -136%; I = 0.2%; J = -14%; K = -0.8%; L = 30%
Cc1cc(C)c(C#N)c(SCC(=O)Nc2ccc(S(=O)(=O)Nc3onc(C)c3C)cc2)n1
  A = 15%; B = 0.4; C = -0.087; D = 0.39; E = 0.53; F = -12%; G = 21%; H = 3%; I = -0.1%; J = -64%; K = -3.2%; L = 20%
COc1ccc(OCCC(=O)NCC23CC4CC(CC(C4)C2)C3)cc1
  A = 7%; B = 1.3; C = -0.21; D = 1.3; E = -1.5; F = -19%; G = -37%[20 µM]; H = 15%; I = -0.1%; J = -1%; K = -1.4%; L = -13%
CCn1cc(CN2CCN(Cc3ccccc3)C(CCO)C2)c2ccccc21 (centres undefined)
  A = x; B = x; C = x; D = x; E = x; F = 0%; G = 20%; H = 1%; I = -0.1%; J = x; K = -1.0%; L = 2%
Cc1cccc(/C=C/c2onc(C)c2S(=O)(=O)N2CCC(C(=O)N3CCCCCC3)CC2)c1
  A = x; B = x; C = x; D = x; E = x; F = -7%; G = -18%; H = 10%; I = -0.2%; J = x; K = -1.5%; L = 17%
O=C(CSc1nc2ccc(Cl)cc2[nH]1)Nc1ccc2c(c1)CCC2
  A = -3%; B = -0.33; C = -0.28; D = -0.45; E = 1.2; F = -29%; G = -19%; H = -5%; I = -0.3%; J = 4%; K = -2.5%; L = 2%
COc1ccccc1C(=O)Nc1cc2ccccc2oc1=O
  A = 5%; B = 0.21; C = -0.25; D = -0.14; E = -0.25; F = -44%; G = -37%; H = -40%; I = -0.1%; J = 3%; K = 7.2%; L = 9%
COc1ccc(C)cc1N(CC(=O)Nc1cccnc1)S(=O)(=O)c1ccc(C)cc1
  A = -2%; B = -0.67; C = -0.29; D = -0.5; E = 0.98; F = -31%; G = -8%; H = 26%; I = -0.1%; J = 5%; K = -0.3%; L = 5%
O=C(Cc1ccc2cccnc2c1)c1ccc(O)cc1O
  A = 21%; B = 1.1; C = -0.23; D = 0.69; E = -0.47; F = -43%; G = 19%; H = -36%; I = -0.2%; J = 36%; K = 0.4%; L = 3%
CC1=C/C(=C/N(C)c2ccccc2)C(=O)S1
  A = 3%; B = -1.4; C = -0.22; D = -0.51; E = 0.2; F = -14%; G = 25%; H = 6%; I = 0.1%; J = 7%; K = 2.0%; L = 22%
Cc1ccc(NC(=O)c2nc[nH]c2C(=O)Nc2ccc(C)cc2)cc1
  A = -3%; B = -0.035; C = -0.22; D = 0.36; E = 0.9; F = 0%; G = -29%; H = 13%; I = 0.0%; J = -1%; K = 0.7%; L = 22%
Cc1ccc(CNC(=O)c2cccc(-n3cnnn3)c2)cc1
  A = 0%; B = -0.028; C = -0.1; D = 0.17; E = -0.19; F = 0%; G = 2%; H = 4%; I = -0.1%; J = -4%; K = 4.5%; L = -6%
CC(=O)Nc1ccc(NC(=O)c2ccc(CSc3ccccc3)o2)cc1
  A = 2%; B = -0.8; C = -0.14; D = -0.31; E = -0.47; F = -5%; G = 8%; H = -16%; I = 0.4%; J = 12%; K = -3.0%; L = 6%
CCOc1ccccc1NC(=O)c1cccc2c1C(=O)N(C1CCCCC1)C2
  A = x; B = x; C = x; D = x; E = x; F = -10%; G = -10%; H = -22%; I = -0.2%; J = x; K = -1.1%; L = -5%
CCOC(=O)Cc1csc(NC(=O)c2cccnc2)n1
  A = 8%; B = 0.13; C = -0.21; D = 0.21; E = 0.97; F = -11%; G = 26%; H = 8%; I = -0.2%; J = 6%; K = -5.3%; L = -2%
COc1ccc(-c2nc3ncccc3o2)cc1NC(=O)c1cccs1
  A = x; B = x; C = x; D = x; E = x; F = -7%; G = -16%; H = 6%; I = -0.2%; J = x; K = -6.1%; L = 4%
OC1(C#CCN2CCCC2)CCCCC1
  A = x; B = x; C = x; D = x; E = x; F = -24%; G = -15%[20 µM]; H = 2%; I = 0.0%; J = x; K = -0.7%; L = -5%
CCSc1nc2[nH]ncc2c(=O)[nH]1
  A = 7%; B = 0.37; C = -0.17; D = 0.52; E = -1.7; F = 15%; G = 9%; H = 22%; I = -0.2%; J = 9%; K = -6.0%; L = 3%
COc1ccc(CNC(=O)c2cc3c(=O)n4cccc(C)c4nc3n(CC3CCCO3)c2=N)cc1 (centres undefined)
  A = x; B = x; C = x; D = x; E = x; F = -2%; G = -51%; H = 16%; I = 1.7%; J = x; K = 4.5%; L = 2%
Cc1cccc(CS(=O)(=O)Cc2ccc(C(=O)NCCCN3CCCC3)o2)c1
  A = 2%; B = 0.67; C = -0.093; D = 0.76; E = -0.32; F = 6%; G = -7%; H = 8%; I = -0.2%; J = 7%; K = -0.5%; L = -1%
Cc1ccc(CNC(=O)C2CCCN(c3nc4ccsc4c(=O)s3)C2)cc1 (centres undefined)
  A = 0%; B = 0.56; C = -0.26; D = 0.55; E = 0.079; F = -56%; G = -32%; H = -20%; I = -0.1%; J = -6%; K = -1.2%; L = -9%
O=C(c1ccc2ccccc2c1)N1CCCCC1
  A = x; B = x; C = x; D = x; E = x; F = 15%; G = -8%; H = -2%; I = 0.0%; J = x; K = -0.8%; L = 5%
Cc1cc2c(=O)n(Cc3ccco3)c(SCC(=O)N3CCCc4ccccc43)nc2s1
  A = 7%; B = -1.5; C = 0.13; D = -0.38; E = 0.81; F = x; G = -18%; H = 2%; I = -0.1%; J = -5%; K = 0.2%; L = 20%
COc1cc(SC)ccc1C(=O)Nc1ccccc1C#N
  A = 2%; B = 1.1; C = -0.18; D = 0.47; E = -0.95; F = -55%; G = -17%; H = -60%; I = -0.1%; J = -5%; K = 23%; L = 18%
CCOC(=O)N1CCN(S(=O)(=O)N2CCCC(C(=O)NCCCN3CC(C)CC(C)C3)C2)CC1 (centres undefined)
  A = x; B = x; C = x; D = x; E = x; F = -34%; G = -25%; H = -13%; I = 0.6%; J = x; K = -1.3%; L = -2%
CC(/C=C/c1ccco1)=N/NC(=O)c1ccc(C)nc1
  A = 0%; B = -0.088; C = -0.25; D = 0.56; E = -0.4; F = 0%; G = -6%; H = -1%; I = -0.1%; J = -7%; K = -1.3%; L = -1%
CCN(C(=O)Cn1cnc2cc([N+](=O)[O-])ccc2c1=O)C1CCS(=O)(=O)C1 (centres undefined)
  A = 6%; B = -0.088; C = -0.4; D = -0.035; E = 0.75; F = -19%; G = -2%; H = -12%; I = -0.4%; J = 12%; K = 1.1%; L = 7%
Cc1[nH]nc(N)c1-c1ccc(Cl)cc1
  A = -3%; B = 0.27; C = -0.068; D = 0.42; E = -1.5; F = -15%; G = -20%; H = 15%; I = -0.3%; J = 2%; K = 1.7%; L = -4%
FC(F)(F)c1nc2ccccc2nc1N/N=C/c1ccc(Cl)cc1
  A = 12%; B = -0.38; C = -0.23; D = -0.31; E = 1.1; F = -1%; G = -45%; H = -6%; I = 0.0%; J = 6%; K = -0.9%; L = 7%
CCOC(=O)C1C(=O)NC(c2ccccc2)=NC1c1ccc(Cl)cc1 (centres undefined)
  A = 1%; B = -0.41; C = -0.23; D = -0.72; E = 1.6; F = -14%; G = 24%; H = 10%; I = 0.3%; J = -3%; K = -5.5%; L = 4%
O=C(NC(=O)N1CCSCC1)c1c(Cl)cccc1Cl
  A = 6%; B = -0.012; C = -0.022; D = -0.069; E = -0.2; F = 3%; G = -4%; H = 14%; I = -0.1%; J = 12%; K = 2.0%; L = -8%
CC(/C=N/NC(=O)Cn1cnc2c1c(=O)n(C)c(=O)n2C)=C\c1ccco1
  A = 5%; B = 0.76; C = -0.29; D = 0.32; E = -0.44; F = -2%; G = x; H = -1%; I = -0.2%; J = 8%; K = x; L = -22%
Cc1ccc(OCCNC(=O)C2CCCCC2)cc1
  A = -1%; B = -0.025; C = -0.3; D = 0.27; E = 0.23; F = -36%; G = 37%; H = -27%; I = -0.1%; J = -8%; K = -4.3%; L = 0%
COC(=O)CSc1nccc(C)n1
  A = 2%; B = -0.21; C = -0.23; D = 0.16; E = 0.025; F = -22%; G = -27%; H = 7%; I = -0.3%; J = -4%; K = -2.8%; L = -2%
CS(=O)(=O)N1N=C(c2ccco2)CC1c1ccc(Cl)cc1Cl (centres undefined)
  A = -4%; B = -0.9; C = -0.26; D = -0.35; E = 0.82; F = -25%; G = -24%; H = 7%; I = 0.0%; J = -2%; K = -0.6%; L = -1%
Oc1ccc(C2N=C(c3ccccc3)NC(c3ccccc3)=N2)cc1
  A = -3%; B = 0.61; C = 0.22; D = 0.23; E = 0.092; F = 1%; G = -5%; H = -5%; I = 0.0%; J = 11%; K = 0.0%; L = 11%
O=C(NCCc1ccccc1)C(c1cccs1)N(C(=O)c1csnn1)C1CC1 (centres undefined)
  A = 7%; B = -0.027; C = -0.14; D = 0.27; E = 0.59; F = -16%; G = 1%; H = -7%; I = -0.2%; J = -1%; K = 1.1%; L = -3%

Screening data (PubChem BioAssay)
